VHR inh abs = DUSP3 (human) phosphatase inhibition; P51452; 290,000 tested, 0.52% active; recombinant VHR phosphatase, pNPP absorbance; inhibition, % at 13.3 µM; in the data active = inhibition above about 50%; also: some compounds called inactive have numbers as strong as hits
Target sequence (P51452 whole entry, looked up): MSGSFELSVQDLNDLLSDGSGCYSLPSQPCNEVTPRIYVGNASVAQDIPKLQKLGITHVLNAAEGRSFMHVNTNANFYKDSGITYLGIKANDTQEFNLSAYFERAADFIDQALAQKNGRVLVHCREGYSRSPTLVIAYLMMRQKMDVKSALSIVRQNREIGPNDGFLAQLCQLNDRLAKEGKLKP
TcdB inh = TcdB glycohydrolase inhibition; AID 652162; 350,000 tested, 0.24% active; TcdB glycohydrolase enzymatic assay, plate reader; inhibition, % at 9.99 µM; P18177; in the data active = inhibition above about 10%
Yp Topo-I inh = Y. pestis Topo-I inhibition via cleavage products; Y. pestis Topo-I cleavage product accumulation, plate reader; activity, % at 10 µM; 360,000 tested, 0.064% active; in the data active = activity above about 50%, passing the limit was not always enough; inconclusive = no clear call, values can overlap the other calls; also: inactives centre near 2
Anthrax LF prot = inhibitors of Bacillus anthracis lethal factor protease; multiplex microsphere protease cleavage assay, LF; inhibition, % at 10 µM; P15917; 360,000 tested, 0.12% active; also: plate controls were buffer without enzyme for full effect and enzyme alone for no effect
Target sequence (P15917 whole entry, looked up): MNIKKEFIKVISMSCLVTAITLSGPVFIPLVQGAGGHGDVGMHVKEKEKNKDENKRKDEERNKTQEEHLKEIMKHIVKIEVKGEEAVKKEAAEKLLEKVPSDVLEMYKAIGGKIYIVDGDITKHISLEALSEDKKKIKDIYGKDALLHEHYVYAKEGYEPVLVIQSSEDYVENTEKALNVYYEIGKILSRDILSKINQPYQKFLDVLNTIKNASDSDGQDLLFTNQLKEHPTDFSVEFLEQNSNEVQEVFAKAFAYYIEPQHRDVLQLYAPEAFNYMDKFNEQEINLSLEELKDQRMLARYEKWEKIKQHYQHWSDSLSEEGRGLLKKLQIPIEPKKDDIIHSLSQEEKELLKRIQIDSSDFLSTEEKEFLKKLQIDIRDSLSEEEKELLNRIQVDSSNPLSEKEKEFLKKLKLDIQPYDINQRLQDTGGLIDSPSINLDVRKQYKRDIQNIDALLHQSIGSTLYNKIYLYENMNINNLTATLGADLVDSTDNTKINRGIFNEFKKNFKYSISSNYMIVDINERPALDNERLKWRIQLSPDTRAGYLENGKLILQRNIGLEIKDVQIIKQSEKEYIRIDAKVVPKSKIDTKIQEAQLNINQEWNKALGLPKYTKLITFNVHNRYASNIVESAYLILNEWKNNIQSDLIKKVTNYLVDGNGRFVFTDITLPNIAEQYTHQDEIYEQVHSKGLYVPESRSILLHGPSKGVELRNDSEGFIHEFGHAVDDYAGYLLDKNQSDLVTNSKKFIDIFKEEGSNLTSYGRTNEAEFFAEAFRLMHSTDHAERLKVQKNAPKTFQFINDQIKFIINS
Vc quorum ag = quorum light induction in luxS cqsA deficient V. cholerae. V. cholerae BH1578 lux reporter, luminescence, 6 h. activation, % at 18.7 µM. 350,000 tested, 0.16% active; in the data active = activation mostly above about 9.7%, no sharp cut-off; inconclusive = no clear call, values can overlap the other calls; inactive = mostly below about 3.7%; also: not every result past the cut was called active; inactives centre near 0; reference of the scale not given here
BoNT A protease = BoNT A light chain protease inhibition; multiplex microsphere protease substrate cleavage, flow cytometry; inhibition, % at 10 µM; 360,000 tested, 0.17% active; also: plate controls were buffer without enzyme for full effect and enzyme alone for no effect
PriA SSB inh = K. pneumoniae PriA-SSBct interaction inhibition; AlphaScreen SSBct-PriA binding, biotinylated peptide; AID 1272365; 430,000 tested, 0.6% active; inhibition, % at 33 µM; in the data active = inhibition mostly above about 37%, no sharp cut-off; inactive = mostly below about 20%;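 also: plate controls were negative control peptide for no effect and reference peptide for full effect; strong numbers were not always called active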
SARS 3CLpro inh = SARS-CoV 3CLpro protease inhibition | AID 1706 | P0C6X7 | recombinant SARS-CoV 3CLpro, quenched FRET peptide cleavage | 290,000 tested, 0.14% active | inhibition, % at 6 µM; in the data active = inhibition above about 12%
PfHsp40 rescue = restores yeast growth despite PfHsp40 toxicity. S. cerevisiae expressing PfHsp40, growth rescue, ATP luminescence. growth rescue, % at 12.5 µM. 340,000 tested, 0.68% active. AID 504582; in the data active = growth rescue above about 28%, passing the limit was not always enough; inconclusive = no clear call, values can overlap the other calls;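 also: yeast W303a lacking pdr1 and pdr3 grown in galactose medium; growth measured after three days at 30 °C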
CCHF vOTU inh = blocks the CCHF virus ovarian tumor domain protease; CCHFV vOTU protease, Pep-AMC fluorescence; inhibition, % at 11.5 µM; 370,000 tested, 0.55% active; AID 651958; in the data active = inhibition above about 30%; also: 0% = vehicle wells with enzyme and 100% = no enzyme wells
An asterisk follows results filed as active. Rule as the data show it, unless noted: active = inhibition above about 30%; inconclusive = no clear call, values can overlap the other calls; inactive = below that. Not all compounds are listed; count on the stated rates, not on these rows.

Results for COc1ccccc1-c1c(C)oc2c(CN3CCOCC3)c(O)ccc2c1=O ?
VHR inh abs: 3.5; TcdB inh: 1.5; Yp Topo-I inh: 1.9; Anthrax LF prot: -8.5; Vc quorum ag: 0.6; BoNT A protease: -1.1; PriA SSB inh: -15.7; SARS 3CLpro inh: -2.9; PfHsp40 rescue: 0.9; CCHF vOTU inh: -88.4

How did COc1cc(/C=C/C(=O)O)cc(S(=O)(=O)NC2CC2)c1OC do in these assays?
VHR inh abs: -4.8; Yp Topo-I inh: -2.0; Anthrax LF prot: -1.2; Vc quorum ag: 1.1; BoNT A protease: 0.1; PriA SSB inh: -3.2; SARS 3CLpro inh: 1.1; PfHsp40 rescue: 0.5; CCHF vOTU inh: 0.5

What do the screens show for `Nc1c(Cl)cc(C2=NCCn3nc4cc(C(F)(F)F)ccc4c32)cc1Cl`?
TcdB inh: 0.6; Yp Topo-I inh: -4.2; Anthrax LF prot: -2.7; Vc quorum ag: -0.6; BoNT A protease: -0.1; PriA SSB inh: 1.5; PfHsp40 rescue: 4.8; CCHF vOTU inh: 4.9

Results for CCOC(=O)c1[nH]c2ccccc2c1NC(=O)NC1CCCCC1 ?
VHR inh abs: -1.7; Yp Topo-I inh: -11.4; Anthrax LF prot: -2.0; Vc quorum ag: inactive; BoNT A protease: 0.3; PriA SSB inh: -10.4; SARS 3CLpro inh: 3.7; PfHsp40 rescue: 1.1; CCHF vOTU inh: 1.5

How did O=C(CCSc1ccc(Cl)cc1)NC12CC3CC(CC(C3)C1)C2 do in these assays?
VHR inh abs: 10.7; Yp Topo-I inh: -1.9; Anthrax LF prot: -6.5; Vc quorum ag: -0.3; BoNT A protease: -0.4; PriA SSB inh: -37.1; SARS 3CLpro inh: 3.5; PfHsp40 rescue: -1.4; CCHF vOTU inh: 12.3

Results for O=C(NC1CCCCC1)C1CCCN(S(=O)(=O)c2cnc[nH]2)C1 (configuration not stated) ?
VHR inh abs: 8.2; TcdB inh: -0.4; Yp Topo-I inh: -2.4; Anthrax LF prot: -12.5; Vc quorum ag: -0.5; BoNT A protease: -1.9; PriA SSB inh: -0.7; SARS 3CLpro inh: -1.1; PfHsp40 rescue: 0.6; CCHF vOTU inh: -4.2

Results for Nc1c(C(=O)Nc2cccc(C(=O)O)c2)sc2nc3c(cc12)CCCC3 ?
VHR inh abs: 10.2; TcdB inh: 9.9; Yp Topo-I inh: -8.6; Anthrax LF prot: -0.7; Vc quorum ag: -0.2; BoNT A protease: -0.3; PriA SSB inh: -9.5; SARS 3CLpro inh: 1.2; PfHsp40 rescue: 1.1; CCHF vOTU inh: -3.2

How did Cc1cccc(NC(=O)CN2C(=O)N/C(=C/c3cc(C)n(C(C)C)c3C)C2=O)c1 do in these assays?
VHR inh abs: 20.2; TcdB inh: 1.1; Yp Topo-I inh: -4.5; Anthrax LF prot: -4.0; Vc quorum ag: inactive; BoNT A protease: 1.3; PriA SSB inh: 4.0; SARS 3CLpro inh: 2.3; PfHsp40 rescue: -0.6; CCHF vOTU inh: 5.0

Results for CCc1ccc(NC(=O)C(C)OC(=O)c2c(C)nn(Cc3ccccc3)c2Cl)cc1 (configuration not stated) ?
VHR inh abs: 3.4; TcdB inh: 1.8; Yp Topo-I inh: 25.3; Anthrax LF prot: -2.5; Vc quorum ag: -0.5; BoNT A protease: -0.6; PriA SSB inh: -21.5; SARS 3CLpro inh: -2.4; PfHsp40 rescue: 0.2; CCHF vOTU inh: 17.1

How did CCN(CC)CCN(Cc1cc2cc3c(cc2[nH]c1=O)OCO3)C(=S)NCC(C)C do in these assays?
VHR inh abs: 26.2; TcdB inh: -0.2; Yp Topo-I inh: 5.3; Anthrax LF prot: -3.6; Vc quorum ag: 0.6; BoNT A protease: -5.1; PriA SSB inh: -3.5; SARS 3CLpro inh: 0.9; PfHsp40 rescue: -1.2; CCHF vOTU inh: -21.4

What do the screens show for `CCN1CCN(c2ccc(S(=O)(=O)N3CCOCC3)cc2NC(=O)/C=C/c2ccc(OC)cc2OC)CC1`?
TcdB inh: 3.0; Yp Topo-I inh: -6.4; Anthrax LF prot: -2.6; Vc quorum ag: inactive; BoNT A protease: -0.6; PriA SSB inh: 1.9; PfHsp40 rescue: 0.5; CCHF vOTU inh: 2.3

What do the screens show for `COc1ccc(OC(C)C(=O)NCCC2=CCCCC2)cc1` (configuration not stated)?
VHR inh abs: 28.8; TcdB inh: -0.4; Yp Topo-I inh: 17.9; Anthrax LF prot: -5.3; Vc quorum ag: -0.2; BoNT A protease: -0.2; PriA SSB inh: -6.3; SARS 3CLpro inh: 2.7; PfHsp40 rescue: 1.5; CCHF vOTU inh: -0.8

Two records picked at random from those above:
What do the screens show for `Nc1c(Cl)cc(C2=NCCn3nc4cc(C(F)(F)F)ccc4c32)cc1Cl`?
TcdB inh: 0.6; Yp Topo-I inh: -4.2; Anthrax LF prot: -2.7; Vc quorum ag: -0.6; BoNT A protease: -0.1; PriA SSB inh: 1.5; PfHsp40 rescue: 4.8; CCHF vOTU inh: 4.9

How did CCN(CC)CCN(Cc1cc2cc3c(cc2[nH]c1=O)OCO3)C(=S)NCC(C)C do in these assays?
VHR inh abs: 26.2; TcdB inh: -0.2; Yp Topo-I inh: 5.3; Anthrax LF prot: -3.6; Vc quorum ag: 0.6; BoNT A protease: -5.1; PriA SSB inh: -3.5; SARS 3CLpro inh: 0.9; PfHsp40 rescue: -1.2; CCHF vOTU inh: -21.4

Next results
What do the screens show for `CC(C)CCN1CC(C(=O)NCc2ccccc2)CC1=O` (configuration not stated)?
VHR inh abs: -14.8; Yp Topo-I inh: 3.7; Anthrax LF prot: -3.2; Vc quorum ag: inactive; BoNT A protease: -0.2; PriA SSB inh: 0.2; SARS 3CLpro inh: 5.3; PfHsp40 rescue: -2.6; CCHF vOTU inh: 8.8

What do the screens show for `COC(=O)c1ccc2nc(-c3ccc(OC)c(OC)c3)c(Cc3ccccc3)n2c1`?
TcdB inh: -2.6; Anthrax LF prot: 10.0; BoNT A protease: 3.0; CCHF vOTU inh: 2.6

How did CCCCn1c(N)c(N(Cc2ccccc2OC)C(=O)CSCC(=O)Nc2cccc(C)c2)c(=O)[nH]c1=O do in these assays?
VHR inh abs: 9.2; TcdB inh: -1.0; Yp Topo-I inh: 13.8; Anthrax LF prot: 1.2; Vc quorum ag: -0.4; BoNT A protease: 2.2; PriA SSB inh: 7.9; SARS 3CLpro inh: -1.6; PfHsp40 rescue: -1.7; CCHF vOTU inh: -2.0

What do the screens show for `CC(C)n1c(CN2CCN(C(=O)c3ccco3)CC2)nc2c1c(=O)n(C)c(=O)n2C`?
VHR inh abs: -4.4; TcdB inh: 0.4; Yp Topo-I inh: -4.3; Anthrax LF prot: 3.6; Vc quorum ag: 0.7; BoNT A protease: 3.5; PriA SSB inh: -5.2; SARS 3CLpro inh: -2.0; PfHsp40 rescue: -0.1; CCHF vOTU inh: -6.4

Results for CC12CCC(=O)C=C1CCC1C2CCC2(C)C(O)CCC12 (configuration not stated) ?
VHR inh abs: 6.2; TcdB inh: 1.6; Yp Topo-I inh: 1.1; Anthrax LF prot: -6.7; Vc quorum ag: -0.9; BoNT A protease: -1.1; PriA SSB inh: -3.5; SARS 3CLpro inh: -0.1; PfHsp40 rescue: -0.8; CCHF vOTU inh: -2.8

Results for CCOC(=O)c1c[nH]c2c(C)cc(C)cc2c1=O ?
VHR inh abs: 30.2; Yp Topo-I inh: -3.1; Anthrax LF prot: -1.4; Vc quorum ag: -1.9; BoNT A protease: inconclusive; PriA SSB inh: -20.6; SARS 3CLpro inh: -1.6; PfHsp40 rescue: -1.1; CCHF vOTU inh: 8.4

How did CCOc1ccc(NS(=O)(=O)c2ccc(C(=O)NCC(c3ccco3)N3CCCC3)cc2)cc1 (configuration not stated) do in these assays?
TcdB inh: 2.4; Yp Topo-I inh: -12.6; Anthrax LF prot: 5.9; Vc quorum ag: -0.4; BoNT A protease: -0.5; PriA SSB inh: 6.2; PfHsp40 rescue: 0.0; CCHF vOTU inh: 0.6

What do the screens show for `Cc1cc(C)c(C)c(OCC(=O)O/N=C(\N)c2ccccn2)c1`?
VHR inh abs: 24.0; Yp Topo-I inh: 23.4; Anthrax LF prot: -2.9; Vc quorum ag: -0.5; BoNT A protease: 0.5; SARS 3CLpro inh: -1.1; PfHsp40 rescue: 0.6; CCHF vOTU inh: -4.2

Results for O=C(COC(=O)c1ccccc1O)NCc1ccc2c(c1)OCO2 ?
TcdB inh: 0.8; Yp Topo-I inh: 2.3; Anthrax LF prot: 0.6; Vc quorum ag: -1.2; BoNT A protease: 0.6; PriA SSB inh: -16.4; PfHsp40 rescue: 0.7; CCHF vOTU inh: -0.8

How did COc1cc(C(=O)OCC(=O)NC2CCCC2)cc(OC)c1OC do in these assays?
TcdB inh: -2.7; Yp Topo-I inh: -3.4; Anthrax LF prot: 5.4; Vc quorum ag: 3.7; BoNT A protease: -0.1; PriA SSB inh: 0.7; SARS 3CLpro inh: 0.5; PfHsp40 rescue: -0.3; CCHF vOTU inh: -10.8

How did CC(=O)Oc1c(S(=O)(=O)c2ccc(C)cc2)c(C)nn1-c1ccccc1 do in these assays?
VHR inh abs: 34.3; Yp Topo-I inh: -5.0; Anthrax LF prot: -3.6; Vc quorum ag: -0.5; BoNT A protease: 0.5; PriA SSB inh: -12.9; SARS 3CLpro inh: -5.7; PfHsp40 rescue: -1.9; CCHF vOTU inh: 7.3

How did COc1ccc(CCNC(=O)CSc2nc(=O)[nH]c3c2CCC3)cc1OC do in these assays?
TcdB inh: 1.7; Yp Topo-I inh: -3.2; Anthrax LF prot: 5.0; Vc quorum ag: -1.4; BoNT A protease: 0.3; PriA SSB inh: -27.4; PfHsp40 rescue: 1.0; CCHF vOTU inh: 4.6

How did Cc1ccc(S(=O)(=O)NN=C2CCc3ccccc32)cc1 do in these assays?
TcdB inh: -13.1; Yp Topo-I inh: 2.6; Anthrax LF prot: 5.6; Vc quorum ag: -4.8; BoNT A protease: 0.2; CCHF vOTU inh: 22.1

What do the screens show for `Cc1nn(C)c(NC(=O)c2ccc(Cl)cc2Cl)c1Br`?
VHR inh abs: 28.0; TcdB inh: 0.1; Yp Topo-I inh: -2.2; Anthrax LF prot: -1.5; Vc quorum ag: 0.8; BoNT A protease: 0.4; PriA SSB inh: -5.5; SARS 3CLpro inh: -0.8; PfHsp40 rescue: -1.4; CCHF vOTU inh: -11.8

Results for O=C(CCCN1C(=O)CCC1=O)Nc1ccc2c(c1)OCCO2 ?
VHR inh abs: -5.7; Yp Topo-I inh: -1.4; Anthrax LF prot: 3.2; Vc quorum ag: 0.8; BoNT A protease: 1.0; PriA SSB inh: -6.5; SARS 3CLpro inh: -6.3; PfHsp40 rescue: 0.1; CCHF vOTU inh: -0.3

What do the screens show for `O=S(=O)(Nc1ccccc1)c1ccc(NS(=O)(=O)c2c(F)cccc2F)cc1`?
VHR inh abs: 40.9; TcdB inh: 1.2; Yp Topo-I inh: -3.6; Anthrax LF prot: -2.8; Vc quorum ag: 0.6; BoNT A protease: 0.2; PriA SSB inh: -5.4; SARS 3CLpro inh: 3.9; PfHsp40 rescue: 0.9; CCHF vOTU inh: 2.1

What do the screens show for `O=C(c1cnc2sccn2c1=O)N(Cc1ccccc1)c1ccccn1`?
VHR inh abs: -6.1; TcdB inh: 1.0; Yp Topo-I inh: 1.3; Anthrax LF prot: -7.2; Vc quorum ag: -0.2; BoNT A protease: -1.4; PriA SSB inh: -12.5; SARS 3CLpro inh: -0.3; PfHsp40 rescue: -2.1; CCHF vOTU inh: 14.9

What do the screens show for `CCN(CC)S(=O)(=O)c1cc(OCC(N)=O)c(C)cc1Cl`?
VHR inh abs: -2.2; TcdB inh: 1.4; Yp Topo-I inh: -4.5; Anthrax LF prot: 0.1; Vc quorum ag: -0.3; BoNT A protease: 0.2; PriA SSB inh: -3.4; SARS 3CLpro inh: 1.6; PfHsp40 rescue: 0.6; CCHF vOTU inh: -7.4
